Assay outcomes: PubChem, Broad Institute
ARNT TACC3 PPI: disruptors of human ARNT/TACC3 interaction. AlphaScreen His-ARNT PAS-B/GST-TACC3 binding, luminescence; TACC3 fragment carries E629A point mutation. inhibition, % at 9.99 µM. 390,000 tested, 0.66% active;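 active = mean inhibition of replicates at least 50% and at least half of replicates each reaching 50%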;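 note: 0% = complete ARNT plus TACC3 wells and 100% = ARNT alone without TACC3; many hits fall short of the cut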
Numbers without * were called inactive.

SMILES | ARNT TACC3 PPI
C/C=C/C=[N+](\[O-])C(C)/C(=N/O)c1ccc(F)cc1 (stereo not drawn) | 38
Cc1[nH]nc2nc(SCC(=O)NCC3CCCO3)n(-c3ccc(Br)cc3)c(=N)c12 (stereo not drawn) | 12
Cc1ccc(C(=O)Nc2nc3ccccc3n3nnnc23)cc1 | 1
CN(C)Cc1nc2c(c(=O)[nH]1)C(C)(C)Cc1ccccc1-2 | 3
Cc1ccc(NC(=O)C(C)c2cccc(C(=O)c3ccccc3)c2)cc1 (stereo not drawn) | -9
Cc1ccc(S(=O)(=O)NCc2ccc(C(=O)N(C)CCC#N)cc2)cc1 | 2
CC1CC(C(F)(F)F)n2ncc(C(=O)O)c2N1 (stereo not drawn) | 1
Cc1cc(C)c2[nH]c(=O)c(CN(CC3CCCO3)C(=O)c3cnccn3)cc2c1 (stereo not drawn) | -1
CC1=C(CC(=O)c2ccc(Cl)cc2)C(=O)c2ccccc2C1=O | 1
CS(=O)(=O)c1cnc(-c2ccccc2)nc1Oc1ccc(Cl)cc1 | -10
CC1(C)CC(=O)C=C(Nc2ccc(C(=O)O)cc2)C1 | 18
CCOC(=O)c1c(N)sc(C(=O)N2CCCC(C(N)=O)C2)c1C (stereo not drawn) | 13
CCN(c1ccccc1)S(=O)(=O)c1ccc2[nH]cc(C(=O)N3CCOCC3)c(=O)c2c1 | -4
COCCN(C(=O)Cc1cccs1)C(C(=O)NCc1ccc(OC)cc1)c1ccc(OC)cc1 (stereo not drawn) | 0
CCc1cc(=O)oc2c(C)c(O)c(CN(C)C)cc12 | -6
CCCn1cc2c(c1-c1cccc(C)c1)c(=O)n(C)c(=O)n2C | 0
O=C(Nc1ccccc1N1CCOCC1)c1ccccc1[N+](=O)[O-] | -6
COc1ccc(CCNC(=O)c2cc(-c3cc(C)ccc3O)n[nH]2)cc1OC | 8
O=[N+]([O-])c1ccc(NCCNS(=O)(=O)c2ccccc2)c(C(F)(F)F)c1 | 2
C=C(C)CSc1nc(N)c2c(C)c(C)sc2n1 | 0
O=C(CN1CCOCC1)N/N=C/c1cc2ccccc2nc1Cl | -9
COc1cc(-c2noc(CCC(=O)Nc3cccnc3)n2)cc(OC)c1OC | 2
CN(C)C(=O)CSc1nnc2sc3ccccc3n12 | 1
Cc1onc(-c2c(F)cccc2Cl)c1C(=O)OCN1C(=O)c2ccccc2C1=O | 1
CCc1ccc2[nH]c(=O)c(C(c3nnnn3Cc3ccccc3)N3CCOCC3)cc2c1 (stereo not drawn) | 0
CN1CCN(c2nc(-c3ccncc3)nc3ccccc23)CC1 | 3
O=C(c1ccccc1)c1nnc(-c2ccncc2)o1 | -1
CC(C1CC2CCC1C2)n1c(COc2ccccc2F)nnc1SCC(N)=O (stereo not drawn) | 1
CC1CC(NC(=O)C2(C)CC2(Cl)Cl)CC(C)(C)C1 (stereo not drawn) | -6
Cn1c(SCC(=O)N2CCOCC2)nnc1-c1cnccn1 | -4
COC(=O)c1ccc(-n2nnnc2SCC(=O)Nc2ccccc2OC)cc1 | -2
Cc1cc(C)n(-c2cc(N3CCN(S(=O)(=O)c4ccc5ccccc5c4)CC3)ccc2[N+](=O)[O-])n1 | -9
C/C(=N\NS(=O)(=O)c1ccc(Cl)c([N+](=O)[O-])c1)c1cc2ccccc2o1 | -5
Cc1cc(NC(=O)CSc2ccc(Cl)cc2)no1 | 2
Cc1ccc(C(c2nnnn2CCc2ccccc2)N2CCC(C)CC2)cc1 (stereo not drawn) | -13
CCOCC(=O)Nc1nnc(Cc2ccc(OC)cc2)s1 | -2
CCOC(=O)C(Sc1ncc(C#N)c(N)n1)C(C)C (stereo not drawn) | 31
CCOc1ccc(NC(=O)C2CC(=O)NC(N3CCc4ccccc43)=N2)cc1 (stereo not drawn) | -6
COc1ccc(S(=O)(=O)N(C(C)=O)c2ccc3oc(=O)sc3c2)cc1 | -12
O=C(c1cc(S(=O)(=O)N2CCCCC2)c(Cl)cc1N1CCOCC1)N1CCOCC1 | -1
Cc1nn(Cc2ccccc2Cl)c(C)c1N | 9
CC(C)n1c(SCC(=O)Nc2ccccc2N2CCOCC2)nc2c1c(=O)n(C)c(=O)n2C | 1
COC(=O)c1ccc(NC2=CC(=O)CC(C)(C)C2)cc1 | 3
CC(=O)c1cc(C#N)c(SCc2ccncc2)nc1C | 7
OCC[C@@H]1C[C@H](O)[C@@H](O)[C@@]2(OCCc3ccccc32)O1 | -9
COc1ccc(C2C(C(=O)N3CCCC3)c3cc(OC)c(OC)cc3C(=O)N2C)cc1 (stereo not drawn) | 7
Cn1c(=O)c2c(nc(NCc3cccnc3)n2Cc2cccc(C(F)(F)F)c2)n(C)c1=O | 3
Cc1ccc(CNC(=O)CCCNC(=O)c2ccc(Cl)cc2)n1C | -1
Cc1c(CCOC(=O)CC23CC4CC(CC(C4)C2)C3)sc[n+]1CC(=O)c1ccc(Br)cc1 | 11
NCCCC[C@@H](C(=O)NCCCCCCCCCCC(=O)N1CCNCC1)n1cc(CCCC(=O)O)nn1 | -1
O=C(CN(C(=O)c1ccc(Cl)cc1Cl)N1C(=O)C2C3C=CC(C3)C2C1=O)c1ccc(F)cc1 (stereo not drawn) | 4
COCn1c(COc2ccc3ccccc3c2)nc2ccccc21 | -15
CCC(C(=O)O/N=C(\N)c1ccccc1)c1ccccc1 (stereo not drawn) | -45
N=C1C(c2nc(-c3ccc(F)cc3)cs2)=C(O)CN1CCCN1CCOCC1 | -2
O=[N+]([O-])c1ccc(O)c(-c2nn[nH]n2)c1 | 64*
Cc1cc(C)c2[nH]c(=O)c(CN(CC3CCCO3)C(=O)C3CCCO3)cc2c1 (stereo not drawn) | -7
COC(=O)CNC(=O)COc1ccccc1 | 43
CCN1CCN(CCC(=O)Nc2ccc3c(c2)OCO3)CC1 | 16
Cc1ccc(SCCNC(=O)CN(c2ccc3c(c2)OCO3)S(C)(=O)=O)cc1 | -7
Cc1nnc(SCC(=O)N2CCC(C(=O)Nc3nccs3)CC2)n1Cc1ccccc1 | 8
Continued.
SMILES | ARNT TACC3 PPI
CS(=O)(=O)N(CC(O)CON=C1c2ccccc2-c2ccccc21)c1ccc(F)cc1 (stereo not drawn) | -3
COc1ccc(S(=O)(=O)Nc2ccc(F)cc2)c(C)c1C | 0
CN1CCN(C(=O)c2cnn(-c3ccccc3)c2NC(=O)c2cccs2)CC1 | -1
CCOC(=O)CN(C(=O)CSc1nnc2c(n1)[nH]c1ccc(F)cc12)c1ccccc1 | 22
COc1ccc(-c2cn[nH]c2N)cc1 | -1
COCc1c(Br)c(C)[nH]c(=O)c1C#N | -3
Cn1ncc(N)c1C(=O)Nc1cccc(C(F)(F)F)c1 | 2
CC1=CC(C)(C)n2c(O)c(C3=NC(=S)NC3=O)c3cc(OC(=O)c4cccc5ccccc45)cc1c32 | 5
O=C(NC1CCCCC1)C(c1ccncc1)N(Cc1ccc2c(c1)OCO2)C(=O)c1cnsn1 (stereo not drawn) | -6
Cc1cccc(CS(=O)(=O)c2nnc([C@H](Cc3ccccc3)NC(=O)OC(C)(C)C)o2)c1 | -3
COC(=O)c1scc(C)c1NC(=O)c1ccc(Cl)cc1 | 0
O=C(CN1CCN(S(=O)(=O)c2ccc3ccccc3c2)CC1)NC(=O)NC1CCCCC1 | 2
COC(=O)[C@H](CCSC)NC(=O)NCc1ccc(S(N)(=O)=O)cc1 | -9
CCOc1ccc(N/C=C/C(=O)c2ccc3ccccc3c2)c([N+](=O)[O-])c1 | 0
O=S(=O)(c1cccc2c(S(=O)(=O)N3CCCC3)cccc12)N1CCCC1 | -3
COc1ccc(NC(=O)c2ccccc2Cl)cc1NC(=O)CN1CCOCC1 | 11
O=C(CSc1nncc2ccccc12)N1CCOCC1 | -4
COc1c(F)c(F)c(C(=O)Nc2ccc3oc(-c4ccncc4)nc3c2)c(F)c1F | -8
CCc1c(C)nc(SC/C=C/c2ccccc2)[nH]c1=O | 1
c1ccc2oc(-c3ccc4nc[nH]c4c3)nc2c1 | 5
Cc1ccc(-c2nc(=S)c3c(n2Cc2ccco2)CC(C)(C)OC3)cc1 | 7
O=C(c1ccco1)N1C(=O)c2cccc3c(S(=O)(=O)N4CCCC4)ccc1c23 | -1
CCC(C)(C)NC(=O)C(c1ccc(C)cc1)N(CC1CCCO1)C(=O)CNC(=O)c1cccs1 (stereo not drawn) | -30
Cc1c(C(=O)NC(C)CN2CCCCC2)oc2ccccc12 (stereo not drawn) | 22
Cc1cc(NC(=O)CCC(=O)N(c2ccc(F)cc2)C2(C(=O)NC3CCCCC3)CCCC2)no1 | -24
O=C(CN(C(=O)CNS(=O)(=O)c1ccccc1)c1ccc2c(c1)OCCO2)NCc1ccco1 | -2
Cc1cccc(N2CCN(C(=O)CSCc3c(C)noc3C)CC2)c1C | 4
Cc1ccc(S(=O)(=O)N2CCN(C(=O)COC(=O)c3cc(C)oc3C)CC2)cc1 | 7
COCCCNC(=O)CSC1=Nc2ccccc2C2=NC(Cc3c[nH]c4ccccc34)C(=O)N12 (stereo not drawn) | -1
Cc1ccc(N2C(=O)CC(C3CCCO3)C2=O)cc1 (stereo not drawn) | -3
COc1ccc(-c2ccc(-c3noc(C(C)C)n3)c(OC)n2)cc1 | -10
O=C(NCCO)c1cccc(Nc2nc(-c3ccccc3)c3cc(Cl)ccc3n2)c1 | 0
Cc1[nH]c2ccc(S(N)(=O)=O)cc2c1C | 3
O=C(CSc1ccc(-c2nc3ccccc3[nH]2)cn1)Nc1ccc2c(c1)OCCO2 | -31
C/C(=N\Nc1nc2ccccc2[nH]1)c1cc2ccccc2o1 | 9
CC(C)OC(=O)CSc1nc(N)c(C#N)c(-c2ccco2)c1C#N | -11
CN1CCN(C(=O)CSc2nc(-c3cccs3)ccc2C#N)CC1 | 3
COc1ccc(CCNC(=O)c2ccco2)cc1 | -18
O=C(CCN1C(=O)C2C3C=CC(C3)C2C1=O)N1CCN(c2ccccc2F)CC1 (stereo not drawn) | 3
O=C(Nc1ccccn1)c1cc2ccccc2o1 | -5
CC(=O)COc1ccc2c3c(c(=O)oc2c1)CCCC3 | -1
CCOC(=O)C1=C(Nc2ccc(Br)cc2)CC(C)(O)C(C(=O)OCC)C1c1ccccc1 (stereo not drawn) | -8
CCOC(=O)N1CCC(NC(=O)Cn2ncc3c4ccccc4n(C)c3c2=O)CC1 | -8
O=C(COC(=O)c1ccco1)Nc1ccc2c(c1)OCCO2 | 4
CCOC(=O)c1c(=O)n(O)c2ccc(C)cc2[n+]1[O-] | 9

Arranged by molar mass (high to low): some entries from above
SMILES | ARNT TACC3 PPI
CC1=CC(C)(C)n2c(O)c(C3=NC(=S)NC3=O)c3cc(OC(=O)c4cccc5ccccc45)cc1c32 | 5
Cn1c(=O)c2c(nc(NCc3cccnc3)n2Cc2cccc(C(F)(F)F)c2)n(C)c1=O | 3
O=C(NCCO)c1cccc(Nc2nc(-c3ccccc3)c3cc(Cl)ccc3n2)c1 | 0
Cc1onc(-c2c(F)cccc2Cl)c1C(=O)OCN1C(=O)c2ccccc2C1=O | 1
CCOC(=O)N1CCC(NC(=O)Cn2ncc3c4ccccc4n(C)c3c2=O)CC1 | -8
CC(C1CC2CCC1C2)n1c(COc2ccccc2F)nnc1SCC(N)=O (stereo not drawn) | 1
Cc1cccc(N2CCN(C(=O)CSCc3c(C)noc3C)CC2)c1C | 4
Cc1ccc(-c2nc(=S)c3c(n2Cc2ccco2)CC(C)(C)OC3)cc1 | 7
CS(=O)(=O)c1cnc(-c2ccccc2)nc1Oc1ccc(Cl)cc1 | -10
CN1CCN(C(=O)CSc2nc(-c3cccs3)ccc2C#N)CC1 | 3
COc1ccc(S(=O)(=O)Nc2ccc(F)cc2)c(C)c1C | 0
CN1CCN(c2nc(-c3ccncc3)nc3ccccc23)CC1 | 3
Cc1cc(NC(=O)CSc2ccc(Cl)cc2)no1 | 2
COC(=O)c1ccc(NC2=CC(=O)CC(C)(C)C2)cc1 | 3
CC1(C)CC(=O)C=C(Nc2ccc(C(=O)O)cc2)C1 | 18
COc1ccc(-c2cn[nH]c2N)cc1 | -1

Next section
SMILES | ARNT TACC3 PPI
Cc1ccc(C2(C)NC(=O)N(CC(=O)NC(=O)NCCC(C)C)C2=O)cc1 (stereo not drawn) | -3
Nc1c(-c2cccc(Cl)c2)cnn1-c1cccc([N+](=O)[O-])c1 | 3
Cc1nnc(NC(=O)CSc2ncnc3c2cnn3-c2ccccc2C)s1 | 3
Cc1ncoc1C(=O)Nc1ccc(Oc2ccccc2)cc1 | 7
Cc1cc(OCC(=O)NCCN2CCOCC2)ccc1Br | -1
CC1(C)Cc2c(c(N3CCOCC3)nc3snc(NC(=O)c4ccccc4)c23)CO1 | -6
N#CN=C(N)c1ccccc1 | -3
COC(=O)c1ccc(CN2C(=O)NC3(CCCc4ccccc43)C2=O)o1 (stereo not drawn) | -1
O=C(O)C1CCN(c2c([N+](=O)[O-])cc(C(F)(F)F)cc2[N+](=O)[O-])CC1 | -3
Cc1ccc(-c2nnc(C)c(N3CCOCC3)n2)cc1 | 17
CCOC(=O)c1cc(-c2ccccc2)sc1NC(=O)CN1C(=O)c2ccccc2C1=O | 2
CC(C)C(C(=O)NCC1CCCO1)N(Cc1ccco1)C(=O)CNS(=O)(=O)c1ccccc1 (stereo not drawn) | 1
C/C(=N\Nc1cc(Cl)nc(C)n1)c1ccc(C)cc1 | 5
C#CCOCCOCCOCCNc1nc(N2CCN(C(=O)CCCCCCCCCCNC(=O)[C@H](CCCCN)n3cc(C)nn3)CC2)nc(N2CCN(C(=O)CCCCCCCCCCNC(=O)[C@@H]([C@H](C)CC)n3cc(CCCCCN)nn3)CC2)n1 | -3
CCCNC(=O)CN(C)S(=O)(=O)c1c(C)cc(C)cc1C | -4
Cc1cccc2cc(C(c3nnnn3CC3CCCO3)N3CCOCC3)c(=O)[nH]c12 (stereo not drawn) | -5
CCOC(=O)CC(=O)CSc1nc2c(c(C)c1C#N)CCC2 | 7
CCC(CC)=N/N=C/c1c(O)n(CC)c2cc(C3=NNC(=O)CC3)ccc12 | 6
Cc1ccc(C(=O)Nn2cnc3scc(-c4cccs4)c3c2=O)c(O)c1 | -1
COc1ccc(S(=O)NC2CCCCC2)c(OC)c1C (stereo not drawn) | -8
Nc1nc2ccccc2n1CCOc1ccccc1Cl | -6
c1ccc2oc(Cc3ccc(Cc4nc5ccccc5o4)cc3)nc2c1 | -3

Only part of the results is shown (hit frequency here may not be typical).
